Compound activity from PubChem BioAssay.
TrxR1 inh = qHTS Assay for Inhibitors of Mammalian Selenoprotein Thioredoxin Reductase 1 (TrxR1): qHTS. Thioredoxin reductase 1, cytoplasmic (Rattus norvegicus), O89049. recombinant rTrxR1, NADPH fluorescence consumption, selenite substrate. Potency, µM (titrated, usually from 114 µM), inactives show top-dose activity change, negative = inhibition, hits mostly inhibitors. 390,000 compounds, 1% hits. AID 588453, 2011; further: potency means the concentration at half of the fitted maximal effect; on the % scale 0 is the no-effect control and ±100 the full control effect; nearly all actives have a fitted effect of over 65% in size
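Rat TrxR1 (90 nM in the dispensed reagent) was pre-reduced with 400 uM NADPH for 5 min at room temperature, then incubated with compound for 15 min. After 400 uM selenite was added, NADPH fluorescence (Ex 340/Em 450 nm) was followed for 8 min.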
IDH1 R132H inh = qHTS for Inhibitors of mutant isocitrate dehydrogenase 1 (IDH1): qHTS; Isocitrate dehydrogenase [NADP] cytoplasmic (Homo sapiens), O75874; IDH1-R132H enzyme, NADPH consumption, diaphorase/resazurin fluorescence; Potency, µM (highest dose often 76.6 µM), for inactives: at the highest dose activity change, negative = inhibition, most hits filed as inhibitors; 390,000 compounds, 0.093% hits; AID 602179, 2012; further: potency means the concentration at half of the fitted maximal effect; on the % scale 0 is the no-effect control and ±100 the full control effect; nearly all actives have a fitted effect of over 65% in size
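IDH1-R132H (0.5 ug/mL) preincubated 30 min with compound, then NADPH (0.016 mM) and alpha-KG (2 mM) added; 80 min at RT, pH 7.5. Remaining NADPH coupled via diaphorase/resazurin to fluorescence (540/590 nm); concentration-response curves normalized to no-enzyme control.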
TrxR1 substrate = qHTS Assay for Substrates of Mammalian Selenoprotein Thioredoxin Reductase 1 (TrxR1): qHTS | Thioredoxin reductase 1, cytoplasmic (Rattus norvegicus), O89049 | purified TrxR1 substrate turnover, NADPH consumption readout | Potency, µM (doses to about 114 µM), for inactives: at the top dose activity change, negative = substrate turnover | 390,000 compounds, 0.01% hits; further: potency means the concentration at half of the fitted maximal effect; on the % scale 0 is the no-effect control and ±100 the full control effect; nearly all actives have a fitted effect of over 50% in size
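Rat TrxR1, dispensed at 90 nM, was prereduced with 400 uM NADPH (final) for 5 min at ~22 deg C, then incubated with compound 15 min before 400 uM selenite. A first-read NADPH fluorescence drop versus no-compound background flagged substrates.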
Pin1 inhibitor = qHTS Assay to Find Inhibitors of Pin1; Peptidyl-prolyl cis-trans isomerase NIMA-interacting 1 (Homo sapiens), Q13526; Pin1 FP peptide displacement, HiFluor488, 10 min; Potency, µM (series often up to 115 µM), for the others: at the highest dose activity, negative = inhibition, most hits filed as inhibitors; 390,000 compounds, 0.009% hits; AID 504891, 2011; active means well fitted inhibition curve with a large enough effect in the polarisation, with a control signal flat, not every such curve was filed as active; inconclusive means small, poorly fitted or top-dose-only effect, or effect the other way, or a change in a side signal; inactive means no such curve, though single readings can be large or run the other way; the % refers to the polarisation; further: potency means the concentration at half of the fitted maximal effect; on the % scale 0 is the no-effect control and ±100 the full control effect
USP1-UAF1 inh = Inhibitors of USP1/UAF1: Primary Screen. Potency, µM (doses to about 57.1 µM), inactives show at the top dose activity change, negative = inhibition, usual class: inhibitors. recombinant USP1/UAF1, Ub-Rhodamine cleavage fluorescence. AID 743255, 2014. 390,000 compounds, 0.23% hits. Ubiquitin carboxyl-terminal hydrolase 1 (Homo sapiens), O94782; further: potency means the concentration at half of the fitted maximal effect; on the % scale 0 is the no-effect control and ±100 the full control effect; nearly all actives have a fitted effect of over 60% in size; inactives centre near -12
Target sequence (O94782 whole entry, looked up): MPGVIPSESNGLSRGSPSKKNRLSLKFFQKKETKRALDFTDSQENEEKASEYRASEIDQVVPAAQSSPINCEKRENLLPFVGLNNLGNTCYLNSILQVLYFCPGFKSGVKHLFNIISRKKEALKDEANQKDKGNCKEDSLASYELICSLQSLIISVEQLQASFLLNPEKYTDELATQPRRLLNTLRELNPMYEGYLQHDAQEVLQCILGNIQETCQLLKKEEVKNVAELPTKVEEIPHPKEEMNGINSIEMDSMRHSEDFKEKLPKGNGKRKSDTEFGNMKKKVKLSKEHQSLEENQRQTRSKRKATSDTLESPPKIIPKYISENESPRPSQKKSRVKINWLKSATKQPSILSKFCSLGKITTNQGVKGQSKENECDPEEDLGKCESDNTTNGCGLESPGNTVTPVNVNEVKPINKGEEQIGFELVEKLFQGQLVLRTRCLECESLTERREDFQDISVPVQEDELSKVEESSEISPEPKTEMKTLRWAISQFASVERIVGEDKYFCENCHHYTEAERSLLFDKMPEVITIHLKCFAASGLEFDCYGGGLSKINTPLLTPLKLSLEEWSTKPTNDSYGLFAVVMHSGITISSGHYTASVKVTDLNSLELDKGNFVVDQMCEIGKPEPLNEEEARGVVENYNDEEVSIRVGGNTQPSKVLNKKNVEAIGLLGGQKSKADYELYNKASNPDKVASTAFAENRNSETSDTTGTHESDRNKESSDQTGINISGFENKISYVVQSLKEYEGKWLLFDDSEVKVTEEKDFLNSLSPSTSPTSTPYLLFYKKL
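USP1/UAF1 complex at 1 nM was preincubated with compound for 15 min at room temperature, then Ub-Rho substrate (150nM final) was added. Fluorescence (480/540 nm) was read kinetically, 6 reads every 60 seconds.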
PI4K2A inh = qHTS for small molecular inhibitors of PI4K2A | purified PI4K2A, ADP-Glo luminescence, 1 h; active compounds read low | Phosphatidylinositol 4-kinase type 2-alpha (Homo sapiens), Q9BTU6 | 420,000 compounds, 0.13% hits | activity change, negative = inhibition, % at 76.9 µM; in the data active means activity change below about -50%; inconclusive means mostly about -30% to -49%;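 further: -100% = wells without enzyme as full effect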
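PI4K2A activity was measured by ADP-Glo luminescence: enzyme (4 ug/mL stock) and phosphatidylinositol (1.2 mM stock) in Tris pH 7.5/MgCl2/EGTA/Triton X-100 buffer were reacted with ATP (300 microM stock) for one hour at ambient temperature.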
GLS inh = qHTS for Inhibitors of Glutaminase (GLS); Glutaminase kidney isoform, mitochondrial (Homo sapiens), O94925; GLS enzymatic activity, qHTS titration; Potency, µM (titrated, usually from 45.5 µM), for the others: at the top dose activity change, negative = inhibition, most hits filed as inhibitors; 410,000 compounds, 0.21% hits; AID 624170, 2012; further: potency means the concentration at half of the fitted maximal effect; on the % scale 0 is the no-effect control and ±100 the full control effect
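Read-out is an Amplex red fluorescence increase coupled through glutamate oxidase and HRP, measured before and after 30 min room-temperature incubation. hKGA is in 45 mM KH2PO4 (pH 8.2) with 0.02% Tween-20; glutamine added as 1mM solution.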
Tb PGK inh = qHTS Assay to Find Inhibitors of Phosphoglycerate Kinase | Phosphoglycerate kinase, glycosomal (Trypanosoma brucei brucei), P07378 | PGK/GAPDH coupled, Kinase-Glo luminescence, 60 min | Potency, µM (highest dose often 57.5 µM), for the others: at the highest dose activity change, negative = inhibition, usual class: inhibitors | 380,000 compounds, 0.043% hits | AID 602233, 2012; further: potency means the concentration at half of the fitted maximal effect; on the % scale 0 is the no-effect control and ±100 the full control effect; nearly all actives have a fitted effect of over 60% in size
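Recombinant glycosomal PGK reaction used 1,3-bisphosphoglycerate generated in-well by GAPDH (100nM final) in 100mM TEA pH 7.6, 5mM MgCl2, 0.01% Tween-20. After 60 minutes at room temperature, ATP was read by Kinase-Glo Plus luminescence end-point.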
HP1b chromo inh = HTS for Inhibitors of HP1-beta Chromodomain Interactions with Methylated Histone Tails; Chromobox protein homolog 1 (Homo sapiens), P83916; AlphaScreen HP1-beta / biotin-H3K9me3 peptide binding; Potency, µM (highest dose often 114 µM), inactives show at the highest dose activity change, negative = inhibition, actives largely listed as inhibitors; 390,000 compounds, 0.56% hits; AID 540317, 2011; further: potency means the concentration at half of the fitted maximal effect; nearly all actives have a fitted effect of over 70% in size; inactives centre near 23
Target sequence (P83916 whole entry, looked up): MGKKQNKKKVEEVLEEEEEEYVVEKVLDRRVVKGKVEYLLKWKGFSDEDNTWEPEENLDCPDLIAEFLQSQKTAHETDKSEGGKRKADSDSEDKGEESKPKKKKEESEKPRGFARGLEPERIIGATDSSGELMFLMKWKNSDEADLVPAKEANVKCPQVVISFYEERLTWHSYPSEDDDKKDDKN
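HP1-beta protein (50 nM final) preincubated 30 min at room temperature with biotinylated H3(1-18)K9me3 peptide (50 nM) in PBS pH 7.4, 0.01% Tween-20, then compound added for 30 min. AlphaScreen streptavidin donor/nickel chelate acceptor beads (10 ug/mL final), 30 min dark, luminescence read.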
* marks the source's active call; other numbers are inactive results; i = inactive; ? = inconclusive; · = not tested or not shown; & = joins results of further samples; [ ] = another dose, or the depositor's remark. Unless noted, the call rests on the fitted dose curve; in most records, active means well fitted curve in the direction sought with a large enough effect; inconclusive means small, poorly fitted or top-dose-only effect, or another doubt; inactive means no such curve, though single readings can be large; an effect the other way counts as inactive or inconclusive.

SMILES | TrxR1 inh | IDH1 R132H inh | TrxR1 substrate | Pin1 inhibitor | USP1-UAF1 inh | PI4K2A inh | GLS inh | Tb PGK inh | HP1b chromo inh
Cc1ccc(C)c(N2CC(C(=O)Nc3nccs3)CC2=O)c1 (configuration not stated) | -5%[57.1 µM] | -2% | -4%[57.1 µM] | -1% | -5% | 0 | 1% | 0% | 24%
Cc1cccc(NC(=O)C2CCN(S(=O)(=O)c3cccc4nsnc34)CC2)c1C | 7% | 1% | -4% | 1% | -8% | -4 | 17% | -5% | 20%
COc1cccc(N2CCN(C(=O)c3oc4ccccc4c3NC(=O)CCc3cc(OC)no3)CC2)c1 | 9% | 0% | -3% | 0% | -19% | 0 | 11% | -7% | 3%
CCN(Cc1ccccc1)C(=O)COC(=O)Cc1c[nH]c2ccccc12 | 7% | -2% | -5% | 5% | -25% | 3 | 3% | i | 7%
CCOC(=O)c1c(-c2ccc(C)cc2)csc1/N=C(\C)C1=C(O)c2ccccc2C1=O | -8% | 7% | -16% | 10% | 1% | -7 | 1% | -4% | -11%
COc1ccc(NC(=O)CSc2nc(=O)n(CCN3CCOCC3)c3c2CCC3)cc1 | -2% | 1% | -11% | -6% | -8% | -4 | 5% | 0% | 12%
CCc1nnc(NC(=O)c2ccc(COc3cccc(C)c3)o2)s1 | 12% | 10% | 6% | ? | ? | -15 | 2% | i | 44%[activator]
O=C(c1cc2sccc2n1Cc1ccc(F)cc1)N1CCCc2ccccc21 | -4% | 6% | -6% | 19% | -16% | 1 | -17% | -2% | 38%
COc1ccc(-c2cc(C(=O)Nc3cc(Br)ccc3O)no2)cc1 | 15%[57.1 µM] | 5% | 7%[57.1 µM] | 9% | -13% | 0 | -2% | i | 25%
Cc1ccccc1NC(=O)Cc1nc(COC(=O)c2ccccn2)cs1 | 11% | -1% | -4% | 7% | -12% | 4 | -1% | i | 20%
Cc1ccc2nc(C)cc(C(=O)OCC(=O)Nc3cccnc3Cl)c2c1 | 17%[57.1 µM] | 5% | 1%[57.1 µM] | -1% | -1% | 8 | 6% | -1% | 27%
Cc1ccccc1Cn1cnc2c(cnn2C(C)(C)C)c1=O | ? | 5% | -6%&-3% | -6% | 5% | 6 | 4% | -4% | 38%
Cc1cc(C(=O)OCC(=O)NCc2cccs2)ccc1[N+](=O)[O-] | 15%[57.1 µM] | -3% | 10%[57.1 µM] | -3% | -18% | 1 | 4% | -5% | 4%
CCn1c(CNC(=O)c2cccc(C)c2)nnc1SCC(=O)Nc1nnc(C)s1 | -3% | -8% | -2% | 7% | -14% | 1 | -3% | 13% | 24%
C(=N\Nc1ncnc2ccccc12)/c1ccccc1 | 5%[57.1 µM] | 7% | -2%[57.1 µM] | 1% | -7% | 3 | -11% | 7% | 11%
Cc1ccc(-n2c(C)c(C)c3c(NCCCO)ncnc32)cc1 | -5% | -6% | -6%[57.1 µM] | 3% | -20% | 1 | 1% | 10% | -7%
Cc1ccc(SCC(=O)Nc2ccc(N3CCN(C)CC3)c(F)c2)cc1 | -1% | -3% | -6% | 6% | -11% | -2 | 6% | 0% | 7%
Fc1ccc(C2CCNCC2COc2ccc3c(c2)OCO3)cc1 (configuration not stated) | -4%[57.1 µM] | -1% | -3%[57.1 µM] | ? | -7% | 1 | 11%&5% | -8% | ?
Cc1ccc(NC(=O)CSc2ccc(-c3ccc(-n4cccn4)cc3)nn2)c(C)c1 | -6% | 6% | -10% | 3% | -11% | 1 | -2% | -3% | 8%
CC(Oc1ccc(Cl)cc1Cl)C(=O)NC(Cc1ccccc1)C(=O)O (configuration not stated) | 18% | -6% | 6% | -7% | -19% | -2 | -3% | -3% | 37%[activator]
O=C(COC(=O)c1cccs1)Nc1nc(-c2ccccc2)cs1 | -10%[57.1 µM] | 2% | 5%[57.1 µM] | 11% | 4% | 0 | 11% | -1% | 32%
COc1ccccc1CN1CCN(Cc2nc(-c3ccccc3)no2)CC1 | 5% | -1% | 0% | -10% | -25% | 0 | -10% | i | 23%
CN(C)CCNC(=O)COc1cccc(Cl)c1 | 12%[57.1 µM] | -9% | 8%[57.1 µM] | 1% | -17% | 4 | 8% | -2% | 3%
COc1ccc(/C=C2\SC(=O)N(CCC(=O)NC3CCS(=O)(=O)C3)C2=O)cc1 (configuration not stated) | -13% | 0% | -17% | 10% | -19% | 7 | -10% | -8% | 71%[activator]
CCCNC(=O)c1ccccc1NC(=O)c1nsc2ccccc12 | 28%[57.1 µM] | 0% | 8%[57.1 µM] | 6% | -17% | 2 | -4% | -1% | 37%[57 µM]
(cont.)
SMILES | TrxR1 inh | IDH1 R132H inh | TrxR1 substrate | Pin1 inhibitor | USP1-UAF1 inh | PI4K2A inh | GLS inh | Tb PGK inh | HP1b chromo inh
Cc1ccc(SCC(=O)N2CCCC2)cc1 | -3% | 14% | -3% | 4% | -17% | 7 | 6% | 0% | 12%
COc1ccc(NC(=O)C2CCCN2C(=O)NCc2ccccc2)cc1 (configuration not stated) | 16%[57.1 µM] | 1% | 5%[57.1 µM] | 3% | ? | 1 | -7% | -9% | 1%
CC(C)Oc1ccccc1-c1cc(C(=O)N/N=C/c2cccnc2)c2ccccc2n1 | -7% | 0% | -8% | 1% | -23% | 1 | 0% | -10% | 16%
COC(=O)c1ccc(CSc2nc3c(cnn3-c3ccccc3)c(=O)[nH]2)o1 | 9% | 1% | 8% | 2% | -9% | -2 | 3% | -5% | 30%
COc1ccc(C(C(=O)NC2CCCCC2)N(C(=O)CCl)c2ccc(Cl)cc2)cc1 (configuration not stated) | ? | 2% | -8% | 1% | -8% | 32 | 3% | -10% | 18%
OC(CN1CCCCC1)CN(c1ccccc1)c1ccccc1 (configuration not stated) | 14%[57.1 µM] | -3% | 2%[57.1 µM] | 4% | -10% | -11 | 24% | -10% | 5%
COc1ccc(NC(=O)c2ccc(C(=O)c3cc(OC)ccc3OC)cc2)cc1 | 2% | 0% | 5% | 1% | -2% | 3 | 5% | i | 49%[activator]
CCCCN1C(N)=NC[C@@H]1CC1CCCCC1 | -8% | 14% | -1% | 1% | ? | -6 | 14% | -5% | 38%
Cc1ccc(N(NC(=O)C(C)(C)O)C(=O)c2ccccc2)cc1C | 16%[57.1 µM] | 6% | -8% | 1% | -10% | 1 | 1% | -6% | 23%
O=C(COc1ccc2ccccc2c1)N1CCN(C(=O)c2cccnc2)CC1 | 5% | -4% | -3% | -4% | -17% | 5 | 7% | 1% | 56%[activator]
COCCn1cnnc1SCC(=O)Nc1cccc(S(=O)(=O)N2CCCCC2)c1 | 7% | 1% | 3% | -6% | -7% | -2 | -1% | i | 28%
Cc1ccc(C(=O)NCC(=O)OCCCn2c(=O)[nH]c3ccccc32)cc1C | · | -11% | · | · | -22% | -10 | -3% | -4% | ·
COc1ccc(C(=O)N2CCN(S(=O)(=O)c3ccc(Cl)cc3)CC2)cc1OC | 27% | -3% | 7% | -9% | -17% | 1 | 5% | -2% | 9%
COc1cc(CN2CCN(c3ccccc3C)CC2)cc([N+](=O)[O-])c1O | 9%[57.1 µM] | -3% | 4%[57.1 µM] | 1% | -19% | -5 | 49%[activator] | 1% | ?
O=C(COC(=O)c1ccc(Br)o1)Nc1cccc(S(=O)(=O)N2CCCCCC2)c1 | -1% | 3% | -7% | 16% | -18% | -9 | 7% | -1% | 18%
CCN(CC)c1nc(NNC(=O)c2ccccc2)nc(N(CC)CC)n1 | -1% | 3% | -6% | -9% | -19% | -3 | 15% | i | 43%[activator]
CC(=O)C1=C(O)C(=O)N(c2ccc(Br)cn2)C1c1ccc(Br)cc1 (configuration not stated) | -15% | -24% | -2% | 18% | -6% | 1 | 1% | -3% | -13%
Cc1n[nH]c(=S)n1/N=C/c1ccccc1OCc1ccc(Cl)cc1 | 0% | 7% | -5% | ? | -17% | -2 | -1% | -5% | 20%
COCCn1c(C)nnc1SCC(=O)NNC(=O)c1ccc(Br)cc1 | 10% | 11% | 4% | -7% | -19% | 1 | -1% | i | 17%
CCc1nnc(NC(=O)c2ccc(COc3ccccc3Cl)o2)s1 | 17% | 2% | 2% | -3% | 4% | 1 | 0% | i | 5%
O=C(NNc1nc2ccccc2o1)c1ccccc1 | -4% | -10% | -5% | 3% | -3% | -17 | 6% | -6% | 47%[activator]

This is a subset. The share of hits here may be higher or lower than overall.
